Compound activity from PubChem BioAssay.
p53ts 39C kill – p53ts cell cytotoxicity, nonpermissive temperature; H1299-p53A138V viability at 39C, ATP luminescence, 24 h; Potency, µM (titrated, usually from 46.1 µM), for the others: at the highest dose activity change, negative = cell killing, most hits filed as cytotoxic; actives 1.5% (n = 130,000); AID 902; also: nearly all actives have a fitted effect of over 55% in size
Peg3 imprint – induces erasure of genomic imprints in mouse ES cells; actives 0.02% (n = 110,000); AID 1948; mouse ES Peg3-LacZ reporter, beta-gal luminescence, 40 h; Potency, µM (doses to about 60.7 µM), for the others: at the highest dose activity change, positive = activation, most hits filed as activators;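 also: 0% = negative control wells on the plate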
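Imprint erasure is scored as LacZ activity from the silenced maternal Peg3 allele in feeder-free female ES cells cultured 40 h with LIF. Luminescence is normalized to in-plate negative controls and fitted to the Hill equation.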
IkB sig inh – suppresses IkB signaling in ABC-DLBCL reporter cells; ABC-DLBCL IkBa-CBG/CBR dual luciferase ratio, 4 h; response scale: scaled: untreated 0%, proteasome inhibitor 100%; Potency, µM (series often up to 57.1 µM), for the others: at the highest dose IkBa stabilization activation; actives 0.04% (n = 110,000); AID 445; active = well fitted curve in the direction sought with a large enough effect in the signal ratio, not every such curve was filed as active; inconclusive = small, poorly fitted or top-dose-only effect, or a change in a side signal; the % refers to the signal ratio;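 also: the direction sought is a rising ratio; 0% = basal untreated cells and 100% = reference inhibitor full response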
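Curves were fitted separately to fusion (green), unfused (red) and ratio luminescence, then classed by r2, magnitude and activity. Cells: OCI-Ly3, 4 h compound plus doxycycline at 37C; 10 uM MG-132 defined full response.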
p53ts 32C tox – p53ts cell cytotoxicity, permissive temperature. H1299-p53A138V at 32C, ATP luminescence viability, 24 h. Potency, µM (series often up to 46.1 µM), for inactives: at the highest dose activity change, negative = cytotoxicity, most hits filed as cytotoxic. actives 0.93% (n = 130,000);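 also: 0% = DMSO and -100% = full killing by reference compound; nearly all actives have a fitted effect of over 55% in size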
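Cells: H1299 p53ts (A138V), 600/well, pre-incubated 16–30 h at 37C. Cpd up to 46 uM, 24 h, 32C. Readout: ATPlite luminescence, 20 min RT. Normalization: DMSO vs tamoxifen 100 uM. AC50 by Hill equation.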
Starred values were filed as active, the others as inactive; ? = inconclusive; / = not tested or not shown; [ ] = remark or other dose. Unless noted, calls follow the shape of the dose curve; as a rule, active = well fitted curve in the direction sought with a large enough effect; inconclusive = small, poorly fitted or top-dose-only effect, or another doubt; inactive = no such curve, though single readings can be large; an effect the other way counts as inactive or inconclusive. Unless noted, % is scaled to controls: 0 for no effect and ±100 for the full control effect; potency is read from the fitted curve at half-maximal effect.

(1) CN(C)c1ccc(CNC(=O)C2CCN(c3nc4ccccc4[nH]3)CC2)cc1
(2) Cc1nn(C)c(C)c1CN(C)C(=O)C1c2ccccc2Oc2ccccc21
(3) Oc1ccc2oc3c(c2c1/C=N/n1cnnc1)CCCC3
(4) COc1ccc(C2CC(=O)C(C=NCCO)=C(O)C2)cc1OC (configuration not stated)
(5) c1ccc2c(c1)c1c3n2CCNC3CCC1 (configuration not stated)
(6) C(=N\c1nccs1)/c1cccnc1
(7) CCOC(=O)CNC(=O)c1cn(CC(C)C)c(=O)c2cc(OC)c(OC)cc12
(8) c1cncc(-c2nc3ccccc3o2)c1
(9) Cc1ccc(CNC(=O)c2cc(=O)c3cc(C)ccc3o2)cc1
(10) O=C(CCCC(=O)n1cnc2ccccc21)n1cnc2ccccc21

Screen / compound no.	1	2	3	4	5	6	7	8	9	10
p53ts 39C kill	-18.1%	10.4%	21.1%	-11.0%	2.7%	13.3%	3.1%	-7.7%	-3.3%	1.5%
Peg3 imprint	-1.8%[10.9 µM]	/	-10.1%	-9.6%	/	/	-7.2%	-23.8%	-6.4%[10.9 µM]	1.1%
IkB sig inh	-0.7%	/	?	2.2%	-0.4%	/	-0.9%	7.4%	-1.3%	0.2%
p53ts 32C tox	-1.2%	-28.3%	27.6%	0.4%	-17.2%	5.2%	1.2%	-9.6%	0.5%	0.8%

The final four records of the section above open the next one.
(7) CCOC(=O)CNC(=O)c1cn(CC(C)C)c(=O)c2cc(OC)c(OC)cc12
(8) c1cncc(-c2nc3ccccc3o2)c1
(9) Cc1ccc(CNC(=O)c2cc(=O)c3cc(C)ccc3o2)cc1
(10) O=C(CCCC(=O)n1cnc2ccccc21)n1cnc2ccccc21
(11) COc1cccc(CNC(=O)CN2C(=O)CSc3ccc(S(=O)(=O)N4CCCC4)cc32)c1
(12) CC1=NN(c2ccccc2)C(=O)/C1=C\C=C1/N(C)c2ccccc2C1(C)C
(13) CCOc1cccc(C2c3c(oc4ccc(F)cc4c3=O)C(=O)N2CCOC)c1 (configuration not stated)
(14) COc1ccc(CCNC(=O)CCc2cn(Cc3ccc(F)cc3)c3ccccc23)cc1OC
(15) COc1ccc(OC)c(-n2nnnc2SCC(=O)NCc2ccc3c(c2)OCO3)c1
(16) CCOC(=O)C1=C(C)NC(=O)NC1c1cn(-c2ccccc2)nc1-c1cccs1 (configuration not stated)
(17) O=C(CCc1nc(-c2cccs2)no1)Nc1ccc([N+](=O)[O-])cc1
(18) C#CC[N+](C)(C)CCCCCCCCCC
(19) CC1CCCCN1Cc1c(O)ccc2c(=O)c(-c3ccc(Cl)cc3)c(C(F)(F)F)oc12 (configuration not stated)
(20) CC(C)(C)NCC1(CO)SC(N)=NC1=O (configuration not stated)

Screen / compound no.	7	8	9	10	11	12	13	14	15	16	17	18	19	20
p53ts 39C kill	3.1%	-7.7%	-3.3%	1.5%	-3.6%	-4.1%	28.4%	-5.6%	-1.6%	16.5%	-13.8%	-21.6%	5.8%	6.2%
Peg3 imprint	-7.2%	-23.8%	-6.4%[10.9 µM]	1.1%	-13.8%[10.9 µM]	/	6.3%[10.9 µM]	-26.7%[10.9 µM]	-3.0%	1.8%	6.1%[10.9 µM]	/	-12.8%[10.9 µM]	-13.3%
IkB sig inh	-0.9%	7.4%	-1.3%	0.2%	?	/	3.4%	0.3%	2.5%	-1.3%	-1.4%	/	4.0%	1.6%
p53ts 32C tox	1.2%	-9.6%	0.5%	0.8%	-0.1%	-9.2%	11.2%	10.8%	0.2%	18.9%	-5.9%	16.0%	4.5%	6.4%

(21) O=C(OCC(=O)N1CCN(C(=O)c2ccco2)CC1)c1cc(=O)c2ccccc2o1
(22) CN(C)C(CNS(=O)(=O)c1ccc(Br)cc1)c1cccnc1 (configuration not stated)
(23) Cc1ccc(-n2nnnc2CNC(=O)C2CC(=O)N(c3ccccc3)C2)cc1C (configuration not stated)
(24) CC1(C)CC(=O)c2cc(OCC(=O)NCC3CCCO3)ccc2O1 (configuration not stated)
(25) CCOc1ccc(-c2csc(-c3nc(-c4ccc(Br)s4)cs3)n2)cc1
(26) CCn1cc(C(=O)NCc2ccco2)c(=O)c2cc(S(=O)(=O)N3CCCCCC3)ccc21
(27) COc1ccccc1OCc1ccc(C(=O)Nc2ccc(C)c(C)c2)o1
(28) c1cncc(-c2nccc(NCc3cccs3)n2)c1
(29) COc1cc(C)ccc1OCCSc1nnc(-c2ccc(C)cc2)o1
(30) COc1ccc(N(Cc2cccs2)C(=O)COc2cccc(Cl)c2)cc1

Screen / compound no.	21	22	23	24	25	26	27	28	29	30
p53ts 39C kill	13.0%	-6.5%	15.0%	-4.4%	9.5%	-20.5%	-26.5%	-14.2%	6.7%	17.8%
Peg3 imprint	1.0%	8.5%	6.6%[10.9 µM]	-5.6%	10.8%[10.9 µM]	-12.3%	-10.9%[10.9 µM]	?	-11.7%[10.9 µM]	-13.1%[10.9 µM]
IkB sig inh	0.6%	0.4%	0.6%	-2.0%	-0.1%	2.5%	1.4%	2.9%[11.4 µM]	0.0%	?
p53ts 32C tox	6.2%	-8.3%	8.0%	-7.0%	11.0%	-22.7%	-6.8%	-1.8%	-2.5%	23.7%

(31) COc1cc(NC(=O)Cn2nc(C(F)(F)F)c3c2CCC3)cc(OC)c1OC
(32) CCOc1ccc(NC(=O)C2CCCN(c3cnccn3)C2)cc1 (configuration not stated)
(33) CC(C)(C)OC(=O)N1CCC(c2c(C(=O)N3CCCCC3)cnn2-c2cccc(F)c2)CC1
(34) CCCOc1ccc(NC(=O)C2CCCNC2=O)cc1 (configuration not stated)
(35) CN1CCN(c2ccnc(-c3ccc(N(C)C)cc3)n2)CC1
(36) Cc1cc(C)c2c3c(sc2n1)C(=O)N(C)CC(=O)N3
(37) CCOC(=O)c1c(NC(=O)CC(C)C)sc(C(C)=O)c1C
(38) Cc1ccc(C(=O)COC(=O)CNC(=O)c2ccco2)cc1
(39) O=C(NCCc1csc(-c2cccc(F)c2)n1)c1ccco1
(40) COc1ccc2sc(N(Cc3cccnc3)C(=O)c3ccc4c(c3)OCCO4)nc2c1

Screen / compound no.	31	32	33	34	35	36	37	38	39	40
p53ts 39C kill	-0.7%	-0.5%	16.6%	-11.1%	-11.0%	11.6%	-5.9%	4.7%	-21.7%	-14.5%
Peg3 imprint	-9.6%[10.9 µM]	-13.1%[10.9 µM]	-4.8%[10.9 µM]	-4.1%	-7.6%	-10.3%	/	0.0%	-6.9%[10.9 µM]	-5.4%[10.9 µM]
IkB sig inh	?	2.0%	?	0.3%	-1.1%[11.4 µM]	2.1%	/	-0.5%	-2.4%	?
p53ts 32C tox	1.1%	7.5%	5.9%	-5.3%	-7.6%	7.1%	8.8%	-2.3%	-6.1%	18.1%

(41) CCOC(=O)c1cccc(NC(=O)CCC(=O)N2CC(C)Oc3ccc(C)cc32)c1 (configuration not stated)
(42) Cc1cc(C)nc(NC2=NCC(=O)N2c2ccc3c(c2)OCCO3)n1
(43) CCCCSCCCNC(=O)CN1C(=O)COc2ccc(S(=O)(=O)N3CCCC3)cc21
(44) COc1cccc(NC(=O)CCc2c(C)nc3c4cccnc4nn3c2C)c1
(45) COc1cccc2c(=O)c(C(=O)NCc3cccs3)c[nH]c12
(46) O=C(NCCCN1CCN(Cc2ccccc2)CC1)C1CCN(S(=O)(=O)N2CCCC2)CC1
(47) O=C(CSc1nnc(-c2ccc(O)cc2)n1Cc1ccco1)N1CCc2ccccc2C1
(48) CCOC(=O)Cc1c(C)nc2cc(-c3ccc(C(C)(C)C)cc3)nn2c1C
(49) COc1ccc(CNc2cc(-c3cccc(C#N)c3)ncn2)c(OC)c1
(50) Cc1ccccc1CSc1ncc(Cl)c(C(=O)NCc2ccccc2)n1

Screen / compound no.	41	42	43	44	45	46	47	48	49	50
p53ts 39C kill	-5.5%	6.1%	-20.0%	10.1%	-27.8%	-5.9%	-6.2%	-26.1%	2.5%	4.5%
Peg3 imprint	11.4%[10.9 µM]	-7.4%	-6.2%[10.9 µM]	-7.3%[10.9 µM]	5.1%	-16.0%	-21.8%	-17.2%[10.9 µM]	-13.7%	-14.7%[10.9 µM]
IkB sig inh	?	-1.6%	0.2%	?	2.0%	-0.7%	?	?	-1.1%[11.4 µM]	0.2%
p53ts 32C tox	1.2%	2.2%	7.9%	5.7%	-14.9%	12.9%	6.8%	-9.6%	3.4%	0.2%

(51) COc1ccc(N2CCN(S(=O)(=O)c3ccc(-c4cnc(C5CC5)o4)cc3)CC2)cc1
(52) COc1ccc(-c2noc(-c3ccc(N4CCCCC4C)c([N+](=O)[O-])c3)n2)cc1OC (configuration not stated)
(53) c1cnc(-c2nnc3n2CCCCC3)cn1
(54) O=C(NCc1ccccn1)c1c(O)c2cccc3c2n(c1=O)CC3
(55) Sc1ccc2ccccc2c1CNCc1ccccc1
(56) Cc1ccccc1-c1noc(-c2nnn(-c3ccccc3C)c2N)n1
(57) CC1CCC(NC(=O)c2ccc3c(c2)N(Cc2cccc(F)c2)C(=O)c2ccccc2S3)CC1 (configuration not stated)
(58) COc1ccc(-c2nnc(SCC#CCO)o2)cc1OC
(59) COc1ccc(C)cc1S(=O)(=O)N(CC(=O)N1CCOCC1)Cc1ccccc1
(60) CCOC(=O)CSc1nnc(CNC(=O)c2ccc(OC)cc2OC)n1C

Screen / compound no.	51	52	53	54	55	56	57	58	59	60
p53ts 39C kill	-20.7%	-6.4%	-5.2%	-3.2%	16.3%[9.22 µM]	33.7%[activator]	-2.2%	-6.0%	-21.6%	-4.0%
Peg3 imprint	-11.6%[10.9 µM]	17.1%[10.9 µM]	2.7%	21.4%	28.3%[10.9 µM]	5.5%[10.9 µM]	-4.5%[10.9 µM]	-14.5%	-4.9%	-0.7%
IkB sig inh	-2.2%	?	-0.6%	0.1%	2.0%[11.4 µM]	-2.0%	0.8%	-1.5%	1.4%	2.1%
p53ts 32C tox	-2.0%	-2.4%	-8.9%	-11.3%	4.3%[9.22 µM]	0.7%	20.8%	4.8%	1.2%	-14.5%

Entries of single compounds from above. Order of screens: p53ts 39C kill | Peg3 imprint | IkB sig inh | p53ts 32C tox
Entry for COc1ccc(-c2noc(-c3ccc(N4CCCCC4C)c([N+](=O)[O-])c3)n2)cc1OC (configuration not stated) = -6.4% | 17.1%[10.9 µM] | ? | -2.4%
Entry for O=C(NCc1ccccn1)c1c(O)c2cccc3c2n(c1=O)CC3 = -3.2% | 21.4% | 0.1% | -11.3%

Further records:
(61) CN(C1CCCCC1)S(=O)(=O)c1ccccc1
(62) CCC(Oc1ccc2ccccc2c1)C(=O)O (configuration not stated)
(63) c1cnc(N2CCSCC2)nc1
(64) COc1ccc(-n2cc(C(=O)NCc3cccc(OC)c3)c3ccccc3c2=O)cc1
(65) COc1ccc(CNC(=O)c2ccc3nccnc3c2)cc1
(66) Cc1ccc(N[C@H](c2ccccc2)c2ccc3cccnc3c2O)cc1
(67) O=C(CC1N=C2c3ccccc3N=C(SCc3ccc(Cl)cc3)N2C1=O)NCc1cccs1 (configuration not stated)
(68) CCCc1ccc(OC(C)C(=O)Nc2sc3c(c2C(=O)OC)CCCCC3)cc1 (configuration not stated)

Screen / compound no.	61	62	63	64	65	66	67	68
p53ts 39C kill	-1.7%	0.8%	0.4%	?	-5.0%	?	-6.7%	-7.7%
Peg3 imprint	-5.0%	-11.6%	-1.7%	-13.0%[10.9 µM]	-4.1%	-7.0%[10.9 µM]	28.0%[10.9 µM]	-16.4%[10.9 µM]
IkB sig inh	0.6%	1.7%	-1.6%	?	0.2%	?	?	0.3%
p53ts 32C tox	-4.7%	6.1%	5.0%	-4.7%	2.3%	-29.3%[9.22 µM]	8.5%	-11.5%
